PREPL inh – PREPL enzyme inhibitors, primary screen, biochemical, fluorescence polarization; AID 2751, 2010; recombinant PREPL, fluorescence polarization activity-based probe; hit rate 0.68% among 320,000; inhibition, % at 5.96 µM; in the data active = inhibition above about 43%;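 note: 0% = enzyme with DMSO and 100% = wells lacking enzyme; many of its hits are not listed in these tables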
TPT1 inhibitor – Candida albicans TPT1 enzyme inhibitors, primary screen, biochemical, fluorescence polarization; inhibition, % at 5 µM; recombinant caTPT1, FP RNA substrate dephosphorylation; hit rate 0.81% among 300,000; AID 1962, 2009; tRNA 2'-phosphotransferase TPT1 (Candida albicans SC5314);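 active = inhibition above the mean of all tested compounds plus 3 SD, set per screening campaign, cut at about 24% in these data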;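 note: plate controls were DMSO alone for no effect and ferristatin control at 100 nM for full effect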
PP5 primary – PP5 phosphatase inhibitors, primary screen, biochemical, fluorescence. purified PP5c, OMFP substrate fluorescence. inhibition, % at 6.7 µM. hit rate 0.18% among 320,000. AID 1987, 2009;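 active = inhibition above the campaign's mean inhibition across all tested compounds plus 3 SD, cut at about 9.5% in these data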;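 note: 0% = DMSO only and 100% = 100 µM cantharidin control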
PP1 counter – PP1-alpha phosphatase inhibitors, primary screen, counter-screen for PP5 inhibitor project, biochemical, fluorescence, OMFP substrate, single point; Serine/threonine-protein phosphatase PP1-alpha catalytic subunit (Homo sapiens), P62136; purified PP1alpha; inhibition, % at 6.7 µM; hit rate 0.9% among 320,000;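 active = inhibition above the mean inhibition of all tested compounds plus 3 SD, computed separately for each screening campaign, cut at about 15% in these data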
Target sequence (P62136 whole entry, looked up): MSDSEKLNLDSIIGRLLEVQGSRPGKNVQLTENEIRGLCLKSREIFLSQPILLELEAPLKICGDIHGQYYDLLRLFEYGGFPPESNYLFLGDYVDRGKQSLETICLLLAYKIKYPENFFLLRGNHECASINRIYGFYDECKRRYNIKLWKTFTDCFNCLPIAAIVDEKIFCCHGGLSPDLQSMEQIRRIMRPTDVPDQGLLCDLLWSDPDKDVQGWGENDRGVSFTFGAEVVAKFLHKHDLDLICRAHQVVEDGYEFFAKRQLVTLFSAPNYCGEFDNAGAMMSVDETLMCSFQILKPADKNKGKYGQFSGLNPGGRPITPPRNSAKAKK
LYPLA2 inh – LYPLA2 inhibitors, primary screen, counter-screen for PME1 inhibitor project, biochemical, fluorescence polarization, FP-Rh probe ABPP; recombinant LYPLA2; inhibition, % at 5.9 µM; hit rate 0.38% among 320,000; AID 2177, 2009;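 active = inhibition above the screen-wide mean plus 3 SD, limit set per campaign, cut at about 26% in these data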;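 note: 0% = LYPLA2 with DMSO and 100% = wells lacking LYPLA2 enzyme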
Target sequence (O95372 whole entry, looked up): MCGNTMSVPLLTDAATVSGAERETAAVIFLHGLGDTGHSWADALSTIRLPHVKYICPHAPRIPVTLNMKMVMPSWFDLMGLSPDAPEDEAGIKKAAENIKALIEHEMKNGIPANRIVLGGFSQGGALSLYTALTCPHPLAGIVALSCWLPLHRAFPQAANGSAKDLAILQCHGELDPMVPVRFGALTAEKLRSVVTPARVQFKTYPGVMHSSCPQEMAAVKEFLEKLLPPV
GASC-1 inh – inhibitors of GASC-1 histone demethylase, primary screen, biochemical, fluorescence, DELFIA europium | GST-JMJD2C(1-420) H3K9me3 demethylation | inhibition, % at 2.35 µM | AID 2099, 2009 | hit rate 0.069% among 330,000;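 active = more than half of a compound's replicate wells show inhibition beyond 50%, single wells judged on their own value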;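 note: signal counts dimethyl H3K9 product captured on neutravidin plate; 0% = median of DMSO wells and 100% = 0.3 times that DMSO median; strong numbers were not always called active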
Target sequence (Q9H3R0 1-420 limits assumed): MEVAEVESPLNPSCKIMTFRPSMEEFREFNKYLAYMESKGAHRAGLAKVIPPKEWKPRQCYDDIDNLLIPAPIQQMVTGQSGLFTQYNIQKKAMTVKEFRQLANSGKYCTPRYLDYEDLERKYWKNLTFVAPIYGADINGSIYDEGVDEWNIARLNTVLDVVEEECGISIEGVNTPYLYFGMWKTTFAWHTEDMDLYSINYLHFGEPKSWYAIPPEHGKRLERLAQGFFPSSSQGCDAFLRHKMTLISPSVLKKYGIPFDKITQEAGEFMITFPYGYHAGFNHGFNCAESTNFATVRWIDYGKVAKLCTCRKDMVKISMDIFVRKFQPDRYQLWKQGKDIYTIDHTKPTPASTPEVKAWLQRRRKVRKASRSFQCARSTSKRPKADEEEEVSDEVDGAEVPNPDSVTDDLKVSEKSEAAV
Efflux pump mplx – inhibitors of Candida efflux pumps in yeast, primary screen, S. cerevisiae, Nile Red, multiplex; hit rate 0.44% among 330,000; inhibition, % at 10 µM; S. cerevisiae Candida pump triplex;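 active = plate passing quality check with inhibition over a set limit, or well fluorescence over plate mean plus 4 SD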;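 note: Nile Red retained in pooled yeast measured as flow cytometry median fluorescence; 0% = buffer negative control and 100% = Enniatin B positive control; higher means more Nile Red kept so more efflux inhibition; some compounds called inactive have numbers as strong as hits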
Fh CTSL1 inh – Fasciola hepatica cathepsin L1 inhibitors, primary screen, counter-screen for PFM18AAP inhibitor project, biochemical, QFRET, fluorogenic peptide substrate; recombinant F. hepatica cathepsin L1, Z-Leu-Arg-MCA fluorescence; inhibition, % at 5.96 µM; hit rate 0.49% among 300,000;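 active = inhibition above the mean of all tested compounds plus 3 SD, set per screening campaign, cut at about 17% in these data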;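 note: 0% = plate median of test compound wells and 100% = 1 µM Z-Phe-Ala-diazomethylketone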
core dimer inh – inhibitors of HCV core protein dimerization, primary screen, biochemical, TR-FRET, high-throughput; TR-FRET GST/Flag-core106 dimerization, 1536-well; inhibition, % at 5 µM; hit rate 0.33% among 300,000; AID 1899, 2009;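 active = inhibition above the mean of all tested compounds plus 3 SD, set per screening campaign, cut at about 45% in these data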
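Assay system – GST-tagged and Flag-tagged HCV core protein residues 1-106 · Quantity – core106 proteins, GST 13.5 nM and Flag 17 nM · Benchmarks – unlabelled core106 and no-GST-core106 wells · Read-out basis – percent inhibition of core106 dimerization signal · Detection – time-resolved FRET, ex 340 nm, em 617 and 671 nm · Schedule – 4 h at 22.5 °C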
* marks the source's active call; other numbers are inactive results; x = not tested or not shown.

SMILES	PREPL inh	TPT1 inhibitor	PP5 primary	PP1 counter	LYPLA2 inh	GASC-1 inh	Efflux pump mplx	Fh CTSL1 inh	core dimer inh
COc1ccccc1-n1cnc2c(c1=O)c1nc3ccccc3nc1n2CCc1ccccc1	2	-1	-0.1	1	-1	5	-0.2	-2	6
CC(=O)Nc1cccc(NC(=O)Cc2nc(-c3ccccc3)sc2-c2ccc(C)cc2)c1	-1	5	-0.1	4	-28	-8	-0.9	2	-9
Cc1c(C)n(CC(O)CN2CCCCC2)c2ccccc12 (stereo not given)	6	-4	0.6	-2	7	-2	-0.1	4	-7
O=C(O)CCN1C(=O)c2ccc(NC(=O)Cc3ccc(Cl)cc3)cc2C1=O	7	2	-2.8	-3	3	-11	-0.1	1	-8
CN(Cc1ccc(Cl)cc1Cl)C(=O)CNC(=O)c1ccco1	-5	0	1.2	-2	-2	0	0.0	2	-4
c1ccc(-c2csc3ncn4cnnc4c23)cc1	-2	1	0.0	-3	-1	-3	0.4	-3	-1
O=C(COC(=O)c1ccc(NC(=O)C2CC=CCC2C(=O)O)cc1)c1ccccc1 (stereo not given)	19	-3	-0.5	3	12	-14	-0.1	2	-12
c1ccc(N=C(c2cccs2)N2CCOCC2)cc1	4	4	2.5	-1	1	-5	0.0	-1	2
Cn1cc(S(=O)(=O)NCc2ccco2)c(=O)n(C)c1=O	-12	-3	3.0	2	4	-5	-0.1	-4	-8
O=C(COC(=O)c1ncc(Cl)c(Cl)c1Cl)NCc1ccccc1	1	x	-1.6	-4	0	x	0.1	x	x
Cc1cccc(OCC(=O)NCc2ccncc2)c1C	9	0	0.9	-2	-4	2	0.1	-1	-1
CC(C)OC(=O)/C(=C\c1ccccc1)NC(=O)c1ccccc1	1	1	-0.8	0	-1	1	0.1	3	-1
Cc1cc(=O)[nH]c(SCC(=O)NCc2ccc3c(c2)OCO3)n1	0	-2	-0.6	-1	-3	7	-0.1	-2	-4
O=C(C1=C(O)C(=O)N(CC2CCCO2)C1c1ccccc1[N+](=O)[O-])c1ccco1 (stereo not given)	9	-2	0.0	-1	-3	4	0.0	8	9
NC(=O)Cn1cc(/C=N\NS(=O)(=O)c2cccc([N+](=O)[O-])c2)c2ccccc21	10	1	3.0	-8	8	20	3.0	3	-9
S=C(NCCCN1CCOCC1)Nc1ccc(N2CCOCC2)cc1	-5	3	0.4	-4	-1	2	-0.1	2	2
Cc1ccc(S(=O)(=O)N(C)C)cc1NC(=O)/C=C/c1cccs1	0	-3	-0.7	-2	1	7	-0.2	4	5
Cc1ccc(OCCN(C)C)c([N+](=O)[O-])c1	1	-2	-1.5	1	2	5	0.1	0	1
CCOC(=O)c1ccc(NC(=S)Nc2ccccc2N)cc1	3	-3	0.3	0	3	23	0.0	-3	-12
CCOC(=O)Cc1csc(N/N=C/c2cccc([N+](=O)[O-])c2)n1	11	1	-0.7	-3	1	-7	0.0	3	-5
COc1cccc(-c2noc(-c3cccnc3)n2)c1	4	0	0.3	-1	9	-2	0.0	5	-2
COc1ccc2nc(Cl)c(C#N)cc2c1	7	3	3.1	-3	0	-23	0.2	-1	0
COc1ccc(NC(=O)c2cccc(OS(=O)(=O)N(C)C)c2)cc1	0	-1	2.3	2	0	0	-0.1	1	-3
CCOc1ccccc1CNn1nnnc1N	-5	-1	5.6	3	0	3	0.1	-3	1
CC(Oc1cccc2ccccc12)C(=O)N/N=C/c1cccnc1 (stereo not given)	7	0	0.1	-2	6	-16	0.1	1	-5
CCOc1ccc(NC(=O)c2ccc(C#CC(C)(C)O)cc2)cc1	4	-2	1.5	0	-5	-5	-0.1	-2	2
CCOC(=O)C1CCCN(C(=O)c2cc(S(=O)(=O)N3CCCCC3)ccc2Cl)C1 (stereo not given)	-2	0	0.1	-2	-1	9	0.1	2	6
N#Cc1ccc(-c2cccnc2)nc1SCc1ccc(Cl)cc1Cl	-4	-4	2.9	-2	2	-4	-0.2	2	7
Cc1cc(C)n2nnnc2c1C#N	4	-1	0.5	0	-2	-1	-0.2	-2	-4
C=CCn1c(=O)c2c(C)c(C)sc2n2c(Nc3ccc(OC)cc3)nnc12	9	-2	-1.2	-1	6	2	-0.1	1	1
CCOc1ccc(OCC)c(S(=O)(=O)N2CCC(C)CC2)c1	15	2	1.7	-3	0	12	0.9	-3	-1
CCOC(=O)C(NC(=O)CC(C)C)(Nc1sc2c(c1C(N)=O)CCCC2)C(F)(F)F (stereo not given)	-2	0	0.5	-4	5	-11	0.3	-4	-10
CCOC(=O)c1cc(Br)c(=O)n2ccccc12	13	-6	-0.2	2	9	-4	0.2	0	-20
COc1ccc2nc(NC(=O)c3ccc(Br)s3)sc2c1	5	-2	1.4	3	-4	-122	0.1	3	-5
CCc1c(C)sc(NC(=O)c2cc(C(C)C)on2)c1C#N	-2	-1	-0.4	0	-4	2	0.0	2	2
Cc1c(C(C)(C)O)[nH]c2ccc(C#N)cc12	-4	-1	1.1	-2	-6	-4	0.1	0	-5
COc1ccc(C(OC(=O)c2ccco2)C(=O)NC(C)(C)C)cc1 (stereo not given)	4	-1	0.7	0	8	8	-0.2	-36	0
CCOC(=O)Nc1ccc2c(c1)N(C(=O)CN1CCN3CCCC3C1)c1ccccc1CC2 (stereo not given)	-4	0	11*	2	2	15	-0.1	-1	1
O=C(NC(=S)Nc1ccc(Br)cc1)C1CCC1	0	1	3.0	2	8	0	0.0	4	4
CC1=C(C(=O)Nc2ccccc2F)C(c2cccs2)C2=C(CCCC2=O)N1 (stereo not given)	1	-3	-0.3	-2	-8	-9	0.1	0	-10
O=C(N/C(=C/c1cccs1)C(=O)N1CCOCC1)c1cccs1	-4	3	-0.1	2	-2	2	-0.2	0	2
CCc1cccc(NC(=O)c2ccc3c(=O)n4c(nc3c2)CCCCC4)c1	14	-4	1.1	-1	-3	-1	0.1	9	0
O=C(Cc1ccccc1F)Nc1ccc(S(=O)(=O)N2CCCCC2)cc1	0	-1	2.9	-7	-2	8	0.3	-3	2
CCN(CC)c1ccc(NC(=S)NCC2CCCO2)cc1 (stereo not given)	-1	1	-0.1	-1	5	4	0.0	0	-12
O=c1oc2ccc3ccccc3c2cc1-c1nnc(-c2ccccc2)o1	21	2	2.5	-4	5	1	0.0	-2	10

An excerpt of these results, with values under each structure.
Every second line gives: PREPL inh | TPT1 inhibitor | PP5 primary | PP1 counter | LYPLA2 inh | GASC-1 inh | Efflux pump mplx | Fh CTSL1 inh | core dimer inh
> CCOC(=O)c1cc(Br)c(=O)n2ccccc12
 : 13 | -6 | -0.2 | 2 | 9 | -4 | 0.2 | 0 | -20
> COc1ccc2nc(NC(=O)c3ccc(Br)s3)sc2c1
 : 5 | -2 | 1.4 | 3 | -4 | -122 | 0.1 | 3 | -5
> CCc1c(C)sc(NC(=O)c2cc(C(C)C)on2)c1C#N
 : -2 | -1 | -0.4 | 0 | -4 | 2 | 0.0 | 2 | 2
> Cc1c(C(C)(C)O)[nH]c2ccc(C#N)cc12
 : -4 | -1 | 1.1 | -2 | -6 | -4 | 0.1 | 0 | -5
> COc1ccc(C(OC(=O)c2ccco2)C(=O)NC(C)(C)C)cc1 (stereo not given)
 : 4 | -1 | 0.7 | 0 | 8 | 8 | -0.2 | -36 | 0
> CCOC(=O)Nc1ccc2c(c1)N(C(=O)CN1CCN3CCCC3C1)c1ccccc1CC2 (stereo not given)
 : -4 | 0 | 11* | 2 | 2 | 15 | -0.1 | -1 | 1
> O=C(NC(=S)Nc1ccc(Br)cc1)C1CCC1
 : 0 | 1 | 3.0 | 2 | 8 | 0 | 0.0 | 4 | 4
> CC1=C(C(=O)Nc2ccccc2F)C(c2cccs2)C2=C(CCCC2=O)N1 (stereo not given)
 : 1 | -3 | -0.3 | -2 | -8 | -9 | 0.1 | 0 | -10
> O=C(N/C(=C/c1cccs1)C(=O)N1CCOCC1)c1cccs1
 : -4 | 3 | -0.1 | 2 | -2 | 2 | -0.2 | 0 | 2
> CCc1cccc(NC(=O)c2ccc3c(=O)n4c(nc3c2)CCCCC4)c1
 : 14 | -4 | 1.1 | -1 | -3 | -1 | 0.1 | 9 | 0
> O=C(Cc1ccccc1F)Nc1ccc(S(=O)(=O)N2CCCCC2)cc1
 : 0 | -1 | 2.9 | -7 | -2 | 8 | 0.3 | -3 | 2
> CCN(CC)c1ccc(NC(=S)NCC2CCCO2)cc1 (stereo not given)
 : -1 | 1 | -0.1 | -1 | 5 | 4 | 0.0 | 0 | -12
> O=c1oc2ccc3ccccc3c2cc1-c1nnc(-c2ccccc2)o1
 : 21 | 2 | 2.5 | -4 | 5 | 1 | 0.0 | -2 | 10

Carrying on:
SMILES	PREPL inh	TPT1 inhibitor	PP5 primary	PP1 counter	LYPLA2 inh	GASC-1 inh	Efflux pump mplx	Fh CTSL1 inh	core dimer inh
COc1cc(CO)ccc1OCc1nnnn1-c1ccc(C)cc1	10	0	0.8	0	4	6	-0.1	-3	-7
CS(=O)(=O)N1CCN(C(=O)CCC2CCCC2)CC1	10	3	0.8	0	-2	-8	0.1	-2	-3
O=C(Nc1sc2c(c1C(=O)O)CCCCC2)c1cccs1	5	4	-1.6	-3	5	-1	0.1	-2	10
Cc1cc(C(=O)Nc2ccc(Cl)cc2)c(C)n1-c1ccccc1	7	1	-0.8	0	-8	2	-0.3	-1	5
Cc1ccc(-n2c(=O)c3c4c(sc3n3c(C)nnc23)COC(C(C)C)C4)cc1 (stereo not given)	0	0	-2.1	0	0	6	-0.1	-1	-2
CN(CC(=O)Nc1ccc(Cl)cc1)C(=O)c1ccc(COc2ccccc2)cc1	11	x	1.6	1	-1	7	-0.2	x	x
CCOC(=O)c1[nH]cnc1C(=O)N[C@@H](C)c1ccccc1	6	x	0.3	-3	-3	-2	0.0	x	x
COc1ccc(NC(=O)Cn2nnc(C(=O)NCCc3ccccc3)c2N)c(OC)c1	3	2	3.2	-1	4	-13	0.2	2	-2
COc1ccccc1/C=C/c1nc(S(=O)(=O)c2ccccc2)c(N(C)C)o1	9	-4	2.3	-3	7	-8	-0.1	-8	-2
CCC1CN(C(=O)N2CCC(C(=O)NCc3ccc(C)o3)CC2)c2cc(C)ccc2O1 (stereo not given)	16	-4	0.0	2	5	4	0.0	-1	-9
COc1ccccc1N1CCN(C(=O)c2cccc(C(=O)N3CCN(c4ccccc4OC)CC3)c2)CC1	5	1	-1.2	-5	-1	-3	-0.1	2	13

Bioassay records as filed in PubChem BioAssay.

Not all compounds are listed; count on the stated rates, not on these rows.
